HTT cytoprotect: cytoprotection in Huntington HTT-Q103 PC12 cell model; AID 1471; Potency, µM (doses to about 56.4 µM), inactives show cytoprotection (ATP increase), actives largely listed as activators; PC12 HTT-Q103 induced, cytoprotection, ATP luminescence, 40 h; hit rate 0.14% among 230,000;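 further: % of control where 0% means no effect; nearly all actives have a fitted effect of over 45% in size; toxic huntingtin expression switched on by the ecdysone agonist tebufenozide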
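Cells were plated at 1500 per well in phenol red-free DMEM with 5% equine and 5% calf serum. Tebufenozide (100 nM final) and compounds were added, then ATPlite reagent, and luminescence was read.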
Tau FP inhib: inhibitors of human tau fibril formation; Potency, µM (doses to about 57.7 µM), without a hit: top-dose activity, negative = inhibition, actives largely listed as inhibitors; P10636; K18 P301L tau heparin fibrillization, Alexa594 FP, 6 h; hit rate 0.39% among 280,000; AID 1468; further: on the % scale 0 is the no-effect control and ±100 the full control effect; nearly all actives have a fitted effect of over 55% in size
Target sequence (P10636 561-689 P618L limits assumed): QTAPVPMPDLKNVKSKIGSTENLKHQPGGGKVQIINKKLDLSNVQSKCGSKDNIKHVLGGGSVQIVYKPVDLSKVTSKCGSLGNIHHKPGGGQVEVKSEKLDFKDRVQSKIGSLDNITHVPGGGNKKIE
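K18 P301L tau (15 uM unlabeled/0.24 uM Alexa 594-labeled, final) + compound + heparin 20 uM final; 100 mM NaOAc pH 7; 6 hr 37 C; ThT 30 uM final added, 1 hr RT; FP ex 555/em 632 nm.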
GAA inh: blocks human lysosomal alpha-glucosidase | P10253 | purified human GAA, 4-MU-alpha-glucoside fluorescence | Potency, µM (series often up to 76.9 µM), inactives show at the top dose activity change, negative = inhibition, actives largely listed as inhibitors | hit rate 0.005% among 200,000 | AID 1466;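 further: plate controls were uninhibited enzyme wells for no effect and no-enzyme background for full effect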
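Human enzyme at 4 nM with 400 uM 4-methylumbelliferyl-alpha-D-pyranoside, citrate/phosphate buffer pH 5.0, 0.005% Tween-20, 20 min at room temperature. Compounds up to 77 uM. 4-MU fluorescence (Ex 365/Em 440) read after NaOH/glycine stop; AC50 from Hill fit.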
Tau ThT inhib: tau fibrillization inhibition (ThT binding). recombinant tau K18 P301L, heparin-induced fibrillization, ThT fluorescence. Potency, µM (doses to about 57.4 µM), inactives show top-dose activity, negative = inhibition, actives largely listed as inhibitors. hit rate 2.1% among 270,000. P10636; further: on the % scale 0 is the no-effect control and ±100 the full control effect; nearly all actives have a fitted effect of over 55% in size
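In this qHTS, human K18 P301L tau is incubated with compound and heparin for 6 hr at 37 C, and Thioflavin T fluorescence then reports fibril load.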
aGlu spleen mod: inhibitors or activators of human alpha-glucosidase in spleen homogenate. Potency, µM (doses to about 79.9 µM), inactives show top-dose activity change, negative = inhibition, actives largely listed as inhibitors. human spleen homogenate, 4-MU-alpha-glucoside fluorescence. AID 2112. hit rate 0.006% among 240,000. P10253;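 further: 0% = enzyme with vehicle and -100% = no enzyme basal signal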
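Human spleen homogenate (1 ug) with 4-methylumbelliferyl-alpha-D-glucopyranoside (1 mM final) in 50 mM citrate/phosphate pH 5.0, 0.01% Tween-20; 40 min at 37 C. Stopped at pH 10; 4-MU fluorescence Ex 365/Em 440 nm; AC50 by Hill fit.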
GAA glycogen mod: inhibitors or activators of human alpha-glucosidase glycogen cleavage. P10253. recombinant GAA, glycogen substrate, Amplex Red glucose oxidase fluorescence. Potency, µM (series often up to 76.4 µM), for inactives: at the highest dose activity change, negative = inhibition, usual class: inhibitors. hit rate 0.38% among 300,000;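 further: 0% = full enzyme reaction and -100% = no-enzyme basal signal; the screen sought inhibitors and activators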
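Recombinant human enzyme (4 nM); glycogen substrate; 37 C, 40 min, pH 5.0. Readout: coupled glucose oxidase/Amplex Red fluorescence.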
aGal spleen mod: alpha-galactosidase A (human) modulation | hit rate 0.008% among 240,000 | human spleen homogenate, 4MU-alpha-Gal fluorescence, 40 min | P06280 | AID 2107 | Potency, µM (top dose mostly 80 µM), inactives show top-dose activity change, negative = inhibition, hits mostly inhibitors;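 further: 0% = enzyme with vehicle and -100% = no enzyme basal signal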
Target sequence (P06280 32-429 limits assumed): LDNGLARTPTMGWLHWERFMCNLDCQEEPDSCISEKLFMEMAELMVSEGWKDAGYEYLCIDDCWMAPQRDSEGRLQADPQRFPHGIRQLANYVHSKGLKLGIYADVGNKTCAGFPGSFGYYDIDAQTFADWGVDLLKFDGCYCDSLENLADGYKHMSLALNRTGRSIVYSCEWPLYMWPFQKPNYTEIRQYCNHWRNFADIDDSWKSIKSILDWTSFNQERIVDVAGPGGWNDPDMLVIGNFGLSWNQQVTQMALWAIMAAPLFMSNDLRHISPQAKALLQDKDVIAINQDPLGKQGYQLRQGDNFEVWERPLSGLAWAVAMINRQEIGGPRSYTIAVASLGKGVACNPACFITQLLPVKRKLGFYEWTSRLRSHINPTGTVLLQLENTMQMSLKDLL
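Human spleen homogenate (1 ug) was the enzyme source, with 4-methylumbelliferyl-alpha-D-galactopyranoside (1 mM final) in pH 5.0 citrate buffer with 0.01% Tween-20. Compounds were titrated; after 40 min at 37C, NaOH/glycine stop, 4-MU fluorescence read; AC50 from Hill fits.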
Tau fluor cs: counter-screen for tau fibril formation inhibitors. Potency, µM (doses to about 57.7 µM), for inactives: top-dose activity change, negative = decrease. AID 1463. hit rate 0.93% among 280,000. tau K18 P301L Alexa594 fluorescence, heparin fibrillization; further: on the % scale 0 is the no-effect control and ±100 the full control effect; nearly all actives have a fitted effect of over 55% in size
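Human tau K18 P301L (15 uM unlabeled, 0.24 uM Alexa 594-labeled) in 100 mM sodium acetate pH 7 with 20 uM heparin, 6 hr at 37 C. ThT 30 uM added, 1 hr ambient; Alexa 594 FP and total fluorescence read at 555/632 nm.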
Starred values were filed as active, the others as inactive; [ ] = dose if it differs, or a comment. The call rests on the fitted dose curve; in most records, active means well fitted curve in the direction sought with a large enough effect; inconclusive means small, poorly fitted or top-dose-only effect, or another doubt; inactive means no such curve, though single readings can be large; an effect the other way counts as inactive or inconclusive. Potency means the concentration at half of the fitted maximal effect.

Results for O=C(Nc1cnn(Cc2ccccc2)c1)c1nc2ncccn2n1 ?
HTT cytoprotect: -25%[10 µM]; Tau FP inhib: -4%; GAA inh: -4%; Tau ThT inhib: 0%; aGlu spleen mod: 1%; GAA glycogen mod: -6%; aGal spleen mod: -3%; Tau fluor cs: 2%

What do the screens show for `C=CCn1c(=O)/c(=C\c2ccccn2)s/c1=C(/C#N)C(=O)NCC1CCCO1` (stereo not drawn)?
HTT cytoprotect: -47%; Tau FP inhib: -2%; GAA inh: 1%; Tau ThT inhib: -4%; aGlu spleen mod: 11%; GAA glycogen mod: 0%; aGal spleen mod: 4%; Tau fluor cs: -8%

Results for CCn1c(C(=O)N2CCc3ccccc3C2)cc2sccc21 ?
HTT cytoprotect: -6%; Tau FP inhib: 4%; GAA inh: -6%; Tau ThT inhib: inconclusive; aGlu spleen mod: 5%; GAA glycogen mod: 8%; aGal spleen mod: 4%; Tau fluor cs: -18%

Results for CCCNC(=O)NC(=O)COC(=O)CC(NC(N)=O)c1ccc(Cl)cc1 (stereo not drawn) ?
HTT cytoprotect: -11%[10 µM]; Tau FP inhib: -4%; GAA inh: 4%; Tau ThT inhib: 2%; aGlu spleen mod: -2%; GAA glycogen mod: -7%; aGal spleen mod: 8%; Tau fluor cs: -5%

How did COc1cc(CN(C(=O)COc2ccc(Cl)cc2)c2ccccn2)cc(OC)c1OC do in these assays?
Tau FP inhib: 7%; Tau ThT inhib: 4%; GAA glycogen mod: -6%[76.3 µM]; Tau fluor cs: 9%

Results for COc1cc(OC)cc(C(=O)NCc2ccc3[nH]c(C)cc3c2)c1 ?
Tau FP inhib: 5%; GAA inh: 1%; Tau ThT inhib: -6%; aGlu spleen mod: 0%; GAA glycogen mod: 23%; aGal spleen mod: -2%; Tau fluor cs: -18%

Results for Clc1ccc(N/N=C/c2cccnc2)cc1 ?
HTT cytoprotect: -21%[10 µM]; Tau FP inhib: 12%; GAA inh: inconclusive; Tau ThT inhib: inconclusive; aGlu spleen mod: -3%; GAA glycogen mod: inconclusive; aGal spleen mod: -24%; Tau fluor cs: 16µM*[quencher]

How did CCOCC(=O)N1CCC(Cc2ccccc2)CC1 do in these assays?
HTT cytoprotect: -35%[inhibitor][1.9 µM]; Tau FP inhib: 3%; GAA inh: 3%; Tau ThT inhib: 3%; aGlu spleen mod: -8%; GAA glycogen mod: -9%; aGal spleen mod: 8%; Tau fluor cs: 3%

What do the screens show for `COC(=O)c1ccc(NC(=O)CSc2nc3ccc(OC)cc3[nH]2)cc1`?
Tau FP inhib: -1%; Tau ThT inhib: inconclusive; GAA glycogen mod: -6%[76.3 µM]; Tau fluor cs: -27%

How did CCc1nnc(NC(=O)CSc2nnc(-c3cc4ccccc4cc3O)n2CC)s1 do in these assays?
HTT cytoprotect: -8%; Tau FP inhib: -4%; GAA inh: 10%; Tau ThT inhib: inconclusive; aGlu spleen mod: -7%; GAA glycogen mod: -7%; aGal spleen mod: -15%; Tau fluor cs: -17%

Results for CCC(=O)Nc1ccc(Br)c(Cl)c1 ?
HTT cytoprotect: -2%[0.074 µM]; Tau FP inhib: -10%; GAA inh: -14%; Tau ThT inhib: -7%; aGlu spleen mod: -10%; GAA glycogen mod: 7%; aGal spleen mod: -14%; Tau fluor cs: -8%

How did Cc1ccccc1CSc1nnc(-c2cccs2)n1Cc1ccco1 do in these assays?
HTT cytoprotect: 0%; Tau FP inhib: 4%; GAA inh: -3%; Tau ThT inhib: -18%; aGlu spleen mod: -25%; GAA glycogen mod: -7%; aGal spleen mod: -8%; Tau fluor cs: 4%

How did COc1ccc2cc(S(=O)(=O)c3ccccc3F)c(=O)oc2c1 do in these assays?
Tau FP inhib: -16%; Tau ThT inhib: -4%; GAA glycogen mod: 1%[76.3 µM]; Tau fluor cs: -18%

Results for Cc1cccc(-n2cnc3sc(C)c(C)c3c2=O)c1 ?
HTT cytoprotect: -4%[10 µM]; Tau FP inhib: -1%; Tau ThT inhib: 1%; aGlu spleen mod: 5%; aGal spleen mod: 11%; Tau fluor cs: -1%

Results for CCOC(=O)C1=C2SCCN2C(=O)C(C#N)C1(C)C (stereo not drawn) ?
HTT cytoprotect: 2%[10 µM]; Tau FP inhib: -6%; GAA inh: -3%; Tau ThT inhib: 6%; aGlu spleen mod: -2%; GAA glycogen mod: inconclusive; aGal spleen mod: 5%; Tau fluor cs: -6%

How did Cc1cc(C)nc(Sc2nc(Cl)nc(N(c3ccccc3)c3ccccc3)n2)n1 do in these assays?
HTT cytoprotect: 34%; Tau FP inhib: inconclusive; GAA inh: 1%; Tau ThT inhib: inconclusive; aGlu spleen mod: 0%; GAA glycogen mod: -17%; aGal spleen mod: 4%; Tau fluor cs: -15%

What do the screens show for `CNC(=S)N/N=C/c1cc(Br)cc(Br)c1O`?
HTT cytoprotect: inconclusive; Tau FP inhib: 0%; GAA inh: 1%; Tau ThT inhib: 5%; aGlu spleen mod: 0%; GAA glycogen mod: -7%; aGal spleen mod: 7%; Tau fluor cs: -1%

Results for C=CCOn1c(=O)c(-c2ccccc2)[n+]([O-])c2ccccc21 ?
HTT cytoprotect: -23%; Tau FP inhib: 3%; GAA inh: -3%; Tau ThT inhib: 3%; aGlu spleen mod: -2%; GAA glycogen mod: -5%; aGal spleen mod: 3%; Tau fluor cs: -3%

How did CCC(=O)N1N=C(c2ccc(C)o2)CC1c1ccc(OC)cc1 (stereo not drawn) do in these assays?
HTT cytoprotect: -16%; Tau FP inhib: -4%; GAA inh: 3%; Tau ThT inhib: 4%; aGlu spleen mod: -3%; GAA glycogen mod: -9%; aGal spleen mod: 0%; Tau fluor cs: 2%

What do the screens show for `Cc1ccc(CNC(=O)C2CC(c3ccccc3F)=NO2)cc1` (stereo not drawn)?
HTT cytoprotect: -8%[10 µM]; Tau FP inhib: 5%; Tau ThT inhib: 4%; aGlu spleen mod: 1%; GAA glycogen mod: 6%; aGal spleen mod: -2%; Tau fluor cs: 0%

What do the screens show for `COc1ccc(-c2noc(CN(C(=O)Cc3ccc(C)cc3)C(C)C)n2)cc1`?
Tau FP inhib: 0%; Tau ThT inhib: inconclusive; GAA glycogen mod: -8%[76.3 µM]; Tau fluor cs: -28%

How did O=C(CSc1nnc2ccc(-c3ccccc3)nn12)NCC1CCCO1 (stereo not drawn) do in these assays?
HTT cytoprotect: -7%; Tau FP inhib: 1%; GAA inh: -8%; Tau ThT inhib: 1%; aGlu spleen mod: -9%; GAA glycogen mod: 7%; aGal spleen mod: -2%; Tau fluor cs: 0%

Results for COc1ccc(CC(=O)NNC(=S)Nc2ccc(Br)cc2)cc1 ?
HTT cytoprotect: 1%[10 µM]; Tau FP inhib: 2%; GAA inh: 6%; Tau ThT inhib: -12%; aGlu spleen mod: -3%; GAA glycogen mod: -1%; aGal spleen mod: 3%; Tau fluor cs: -23%

How did O=C(Nc1ccc(F)cc1)C1C(c2ccccc2)C1(Cl)Cl (stereo not drawn) do in these assays?
HTT cytoprotect: -8%[10 µM]; Tau FP inhib: -3%; GAA inh: -13%; Tau ThT inhib: 1%; aGlu spleen mod: -4%; GAA glycogen mod: -19%; aGal spleen mod: 6%; Tau fluor cs: -19%

How did CSc1n[nH]c2nc3c(c(=O)n12)C1(CCCC1)Cc1ccccc1-3 do in these assays?
HTT cytoprotect: 18%[10 µM]; Tau FP inhib: 5%; GAA inh: -10%; Tau ThT inhib: -11%; aGlu spleen mod: 1%; GAA glycogen mod: 2%; aGal spleen mod: 3%; Tau fluor cs: inconclusive

What do the screens show for `COC(=O)CN1C(c2cccc(Cl)c2)=Nc2ccc(Cl)cc2C1c1ccccc1` (stereo not drawn)?
HTT cytoprotect: 1%[10 µM]; Tau FP inhib: 3%; GAA inh: -5%; Tau ThT inhib: -14%; aGlu spleen mod: -6%; GAA glycogen mod: 0%; aGal spleen mod: -4%; Tau fluor cs: -13%

Results for O=C(CS(=O)(=O)c1nc(-c2ccc(Cl)cc2)cn1-c1ccccc1)Nc1cccc(Cl)c1 ?
Tau FP inhib: inconclusive; Tau ThT inhib: 1%; GAA glycogen mod: -18%[76.3 µM]; Tau fluor cs: inconclusive

How did CCN1CCOC(=O)C1CC(=O)Nc1cc(C)cc(C)c1 (stereo not drawn) do in these assays?
Tau FP inhib: 4%; Tau ThT inhib: inconclusive; GAA glycogen mod: 10%[76.3 µM]; Tau fluor cs: -13%

How did O=C(/C=C/c1ccccc1Cl)NCc1cccs1 do in these assays?
HTT cytoprotect: -26%[10 µM]; Tau FP inhib: 9%; GAA inh: 0%; Tau ThT inhib: 3%; aGlu spleen mod: -4%; GAA glycogen mod: 8%; aGal spleen mod: -2%; Tau fluor cs: -1%

How did C[C@@](Cc1ccccc1)(NC(=O)CN)c1ccccc1 do in these assays?
HTT cytoprotect: inconclusive; Tau FP inhib: 2%; Tau ThT inhib: -2%; aGlu spleen mod: -13%; aGal spleen mod: -11%; Tau fluor cs: 2%

Results for COc1ccccc1CNC(=O)CCCn1c(=O)c2ccccc2n(Cc2ccccc2C#N)c1=O ?
Tau FP inhib: -6%; Tau ThT inhib: 3%; GAA glycogen mod: -2%[76.3 µM]; Tau fluor cs: -11%

How did CCOC(=O)C1CN(S(C)(=O)=O)c2cc(CC(=O)OC)ccc2O1 (stereo not drawn) do in these assays?
Tau FP inhib: 3%; GAA inh: 0%; Tau ThT inhib: 0%; aGlu spleen mod: 5%; GAA glycogen mod: -4%; aGal spleen mod: 13%; Tau fluor cs: 0%

Results for COc1ccccc1NS(=O)(=O)c1cccc(C(=O)NCc2ccco2)c1 ?
HTT cytoprotect: 4%; Tau FP inhib: 4%; GAA inh: -6%; Tau ThT inhib: -5%; aGlu spleen mod: 3%; GAA glycogen mod: -3%; aGal spleen mod: -2%; Tau fluor cs: -2%

An unsorted share of the library; any-hit rate near 3.3%.
